BRCA1 expr act: qHTS Assay to Identify Small Molecule Activators of BRCA1 Expression; Potency, µM (series often up to 46.1 µM), without a hit: at the top dose activation, hits mostly activators; actives 1.1% (n = 380,000); MCF7-BRCA1-FFLuc reporter, luminescence, 48 h; response scale: scaled: vehicle 0%, 10 µM genistein 100%; note: potency is the fitted concentration of half-maximal effect; nearly all actives have a fitted effect of over 80% in size; some results filed as inactive show a strong effect at the top dose
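Activators of BRCA1 expression were detected as increased firefly luciferase luminescence in engineered MCF7 cells after 48 h compound incubation. Signals were scaled to genistein 10 microM as full activation.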
a7 integrin act: qHTS for Activators of Integrin-Mediated Alleviation for Muscular Dystrophy; actives 0.064% (n = 350,000); AID 624291, 2012; alpha7betagal myoblasts, beta-gal FDG fluorescence, 48 h; Potency, µM (doses to about 38.3 µM), without a hit: top-dose activation, usual class: activators;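 note: potency is the fitted concentration of half-maximal effect; 100% = response of the positive control SU9516; nearly all actives have a fitted effect of over 60% in size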
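Alpha7betagal+/- myoblasts (passage 13) were plated 16-24 hr, then exposed to compounds (1:260 dilution of DMSO stock) for 48 hours at 37C. After MPER lysis, β-galactosidase reporter activity was read as FDG fluorescence (ex 480/em 540) after 30 minutes.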
TRPV1 agonist: HTS Assay for Compounds that Act as Agonists of the Vanilloid Receptor 1 | Transient receptor potential cation channel subfamily V member 1 (Homo sapiens), Q8NER1 | TRPV1-expressing cells, Fluo-8 calcium influx, agonist mode | activation, % at 8.33 µM | actives 0.19% (n = 320,000); in the data active = activation above about 80%; inconclusive = between about 30% and that limit; note: 0% is about no effect
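TRPV1-expressing cells were cultured overnight at 35.5C and loaded with Fluo-8 calcium dye for 40 to 90 min at room temperature. After a 10 s baseline, compound was added and calcium influx was read kinetically for 3 min (ex 480/em 520 nm).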
B2AR arrestin: qHTS assay of beta-arrestin-biased ligands of beta2-adrenergic receptor; beta-arrestin recruitment to beta2AR, cell-based reporter; Potency, µM (titrated, usually from 46.1 µM), without a hit: top-dose activation, hits mostly activators; actives 0.02% (n = 330,000); AID 492947, 2010;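 note: potency is the fitted concentration of half-maximal effect; 0% = DMSO controls and full agonism = EC100 isoproterenol or metaproterenol; nearly all actives have a fitted effect of over 65% in size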
Eya2 phos inh: qHTS Assay for Inhibitors of the Phosphatase Activity of Eya2; Protein phosphatase EYA2 (Homo sapiens), O00167; actives 0.006% (n = 330,000); Potency, µM (top dose mostly 76.9 µM), for the others: at the highest dose activity, negative = inhibition, hits mostly inhibitors; AID 488837, 2010; recombinant Eya2, OMFP fluorescence dephosphorylation (OMFP is methylfluorescein phosphate); note: potency is the fitted concentration of half-maximal effect; % is set by controls: 0 for no effect and ±100 for the full control effect
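Eya2 protein (added as 0.2 uM solution) was preincubated with compound for 10 min at ambient temperature in 50 mM HEPES pH 7.5, 50 mM NaCl, 5 uM MgCl2, 0.05% BSA, 1 mM DTT. OMFP (added at 50 uM) then reacted 10 min; fluorescence read at 485/525 nm.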
PTAP TSG101 blk: qHTS Assay for Iinhibitors of HIV-1 Budding by Blocking the Interaction of PTAP/TSG101; Tumor susceptibility gene 101 protein (Homo sapiens), Q99816; Potency, µM (doses to about 115 µM), for the others: top-dose activity change, negative = inhibition, hits mostly inhibitors; Fluorescence polarization, FITC-PTAP peptide / Tsg101 binding; 340,000 tested, under 10 active; active = well fitted inhibition curve with a large enough effect in the main read-out, with a control signal flat, not every such curve was filed as active; inconclusive = small, poorly fitted or top-dose-only effect, or effect the other way, or a change in a side signal; inactive = no such curve, though single readings can be large or run the other way; note: potency is the fitted concentration of half-maximal effect; % of control where 0% means no effect
Target sequence (Q99816 whole entry, looked up): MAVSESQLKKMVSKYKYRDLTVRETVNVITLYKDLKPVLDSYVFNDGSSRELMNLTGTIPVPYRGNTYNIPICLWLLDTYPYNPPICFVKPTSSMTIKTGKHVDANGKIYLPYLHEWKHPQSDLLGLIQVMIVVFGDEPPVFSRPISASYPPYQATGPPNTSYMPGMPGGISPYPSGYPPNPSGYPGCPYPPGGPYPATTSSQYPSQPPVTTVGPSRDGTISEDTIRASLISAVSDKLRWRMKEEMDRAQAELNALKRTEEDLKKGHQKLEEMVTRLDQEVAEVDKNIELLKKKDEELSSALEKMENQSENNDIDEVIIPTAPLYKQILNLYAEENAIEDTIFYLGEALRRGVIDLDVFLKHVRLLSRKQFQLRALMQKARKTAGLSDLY
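Fluorescence anisotropy tracks displacement of a FITC-tagged PTAP peptide (50 nM) from the Tsg101 binding domain (10 uM), following a 20 min room-temperature incubation at pH 7.5.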
ELG1 genotoxic: qHTS screen for small molecules that induce genotoxicity in human embryonic kidney (HEK293T) cells expressing luciferase-tagged ELG1. HEK293T ELG1-luciferase reporter, luminescence, 16 h. Potency, µM (titrated, usually from 46 µM), inactives show at the highest dose activity change, positive = activation, usual class: activators. actives 1.3% (n = 330,000); note: potency is the fitted concentration of half-maximal effect; % of control where 0% means no effect; nearly all actives have a fitted effect of over 60% in size
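ELG1-luciferase HEK293T cells, 2,000/well; compound pinned in; 16 hr, 37 °C, 5% CO2; ONE-Glo, 30 min RT; luminescence on CCD imager.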
uPA generation: qHTS for Inhibitors of Cell Surface uPA Generation | cell surface uPA generation assay, qHTS | Potency, µM (series often up to 38.3 µM), for the others: top-dose activity change, negative = inhibition, actives largely listed as inhibitors | actives 0.31% (n = 330,000) | AID 540303, 2011; active = well fitted inhibition curve with a large enough effect; inconclusive = small, poorly fitted or top-dose-only effect; inactive = no such curve, though single readings can be large or run the other way; tested in mouse RAW 264.7 cells; note: potency is the fitted concentration of half-maximal effect; % is set by controls: 0 for no effect and ±100 for the full control effect; nearly all actives have a fitted effect of over 55% in size
USP2a inh: qHTS Assay for Inhibitors of Ubiquitin-specific Protease USP2a Using CHOP2 as the Reporter; actives 0.01% (n = 330,000); USP2 core, Ub-CHOP2 coupled fluorogenic reporter, 485/531; Potency, µM (highest dose often 38.3 µM), for the others: at the top dose activity change, negative = inhibition, most hits filed as inhibitors; Ubiquitin carboxyl-terminal hydrolase 2 (Homo sapiens), O75604;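 note: potency is the fitted concentration of half-maximal effect; plate controls were DMSO wells for no effect and full inhibition by NEM control for full effect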
Target sequence (O75604 whole entry, looked up): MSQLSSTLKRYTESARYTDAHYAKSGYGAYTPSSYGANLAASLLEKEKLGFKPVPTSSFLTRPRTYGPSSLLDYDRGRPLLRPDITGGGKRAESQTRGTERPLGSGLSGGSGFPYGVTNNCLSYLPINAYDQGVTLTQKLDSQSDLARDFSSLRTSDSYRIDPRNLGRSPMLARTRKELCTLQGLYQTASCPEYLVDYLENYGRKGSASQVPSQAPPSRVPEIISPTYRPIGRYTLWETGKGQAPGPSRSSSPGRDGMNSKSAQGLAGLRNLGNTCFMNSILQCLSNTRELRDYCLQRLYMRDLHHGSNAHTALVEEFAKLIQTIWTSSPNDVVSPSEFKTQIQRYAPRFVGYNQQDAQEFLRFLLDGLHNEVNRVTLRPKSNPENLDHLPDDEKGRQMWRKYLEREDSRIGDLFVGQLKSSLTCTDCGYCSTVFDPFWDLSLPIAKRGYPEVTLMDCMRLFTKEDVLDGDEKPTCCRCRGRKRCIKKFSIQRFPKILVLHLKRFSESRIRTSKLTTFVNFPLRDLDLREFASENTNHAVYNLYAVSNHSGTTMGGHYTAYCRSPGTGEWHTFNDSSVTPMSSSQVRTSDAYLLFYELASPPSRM
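USP2 core (10nM final) preincubated 30min RT with compound in 20mM Tris-HCl pH 8.0, 2mM CaCl2, 2mM beta-mercaptoethanol, 0.05% CHAPS; 25nM Ub-CHOP2 plus 25nM reporter substrate added, fluorescence (Ex485/Em531) read after 60min.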
p53 reactivator: qHTS assay for re-activators of p53 using a Luc reporter. actives 0.063% (n = 320,000). Potency, µM (series often up to 92.2 µM), inactives show top-dose activity change, positive = activation, usual class: activators. H1299 p53-A138V BP100-luciferase reporter, luminescence, 24 h; note: potency is the fitted concentration of half-maximal effect; % of control where 0% means no effect; nearly all actives have a fitted effect of over 45% in size
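p53-null H1299 cells stably carrying temperature-sensitive p53-A138V and a BP100-luciferase reporter were pinned with compounds (4-point, 1:5 series) and held 24 hrs at 37 deg C. Luminescence was read 10 min after detection reagent.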
ASM inhibitor: Inhibitors of Secretory Acid Sphingomyelinase (S-ASM): qHTS; Sphingomyelin phosphodiesterase (Homo sapiens), P17405; placental ASM, HMU-PC fluorogenic substrate, 60 min; Potency, µM (top dose mostly 57.5 µM), inactives show top-dose activity change, negative = inhibition, actives largely listed as inhibitors; actives 0.006% (n = 340,000); AID 504937, 2011; note: potency is the fitted concentration of half-maximal effect
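Human placenta-derived ASM enzyme was preincubated with compound for 10 minutes at room temperature, then given fluorogenic substrate HMU-PC0 (9 uM final) for 60 minutes at 37 °C; a pH 10 stop preceded fluorescence reading at Ex 386/Em 447 nm.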
Numbers without * were called inactive; ? = inconclusive; . = no result given; [ ] = remark or other dose. Unless noted, calls come from the whole dose curve; as a rule, active = well fitted curve in the direction sought with a large enough effect; inconclusive = small, poorly fitted or top-dose-only effect, or another doubt; inactive = no such curve, though single readings can be large; an effect the other way counts as inactive or inconclusive.

| smiles | BRCA1 expr act | a7 integrin act | TRPV1 agonist | B2AR arrestin | Eya2 phos inh | PTAP TSG101 blk | ELG1 genotoxic | uPA generation | USP2a inh | p53 reactivator | ASM inhibitor |
| --- | --- | --- | --- | --- | --- | --- | --- | --- | --- | --- | --- |
| Cn1ccnc1CC(O)(c1ccccc1)c1ccccc1 | 37% | ? | -1 | 0.0% | ? | -4% | -7% | 0% | 1% | . | -1% |
| Cc1ccc(-n2c(C)cc(/C=N/NC(=O)CN(c3ccc(C)cc3C)S(C)(=O)=O)c2C)cc1 | -31% | -33% | 0 | -0.9% | 6% | -2% | -5% | 9% | 1% | -2% | -9% |
| Cc1ccc(C)c(S(=O)(=O)N2CCN(C(=O)CNC(=O)c3sc4ccccc4c3Cl)CC2)c1 | -17% | 19% | . | . | . | -1% | . | -13% | . | . | 3% |
| CCC(C)/C(C)=N/NC(=O)c1ccc(COc2ccc(Cl)c(C)c2)cc1 (centres undefined) | 46% | 1% | 19 | 0.2% | 1% | -4% | 5% | -1% | -1% | 22% | -2% |
| CSc1cccc(NC(=S)N(CCC(C)C)C2CCN(C(C)C)CC2)c1 | -31% | 0% | 24 | 0.0% | -11% | 1% | -16% | -2% | 3% | 11% | -3% |
| COc1ccc(C2/C(=C(/O)c3ccccc3)C(=O)C(=O)N2CCCN2CCOCC2)cc1 (centres undefined) | 25% | 15% | -1 | 0.6% | 5% | -2% | 4% | 27% | 2% | 9% | -2% |
| CCS(=O)(=O)Nc1cccc(C2=NN(S(=O)(=O)c3ccc(F)cc3)C(c3cccs3)C2)c1 (centres undefined) | -53% | -4% | 10 | -1.9% | -1% | -1% | -2% | -17% | -9% | -4% | -4% |
| COc1ccc(/C=C(/C#N)C(=O)Nc2ccccc2C)cc1C(=O)O | 17% | 16% | -1 | -0.2% | -6% | 1% | 2% | 2% | -6% | 0% | 0% |
| CCC(=O)Nc1ccc(C(=O)NNC(=O)c2ccc([N+](=O)[O-])cc2)cc1 | -36% | 26% | 3 | 0.4% | 2% | -6% | -4% | -5% | -1% | -3% | 0% |
| COc1ccccc1NC1=NC(CO)(CO)CS1 | 28% | -39% | -2 | -1.0% | 15% | 0% | 2% | 6% | 16% | -2% | 3% |
| COc1ccc(CCN(C)CCC(=O)Nc2c(C)cc(C)cc2C)cc1OC | -18% | 2% | 3 | -0.5% | -6% | 0% | 0% | 2% | 4% | -6% | 3% |
| Cc1cc(C)cc(NC(=O)CSc2nnc(-c3ccc(S(=O)(=O)N4CCCC4)cc3)o2)c1 | -34% | 3% | 0 | -0.1% | 23% | . | -2% | -4% | -3% | -2% | -4% |
| N#C/C(=C(/O)c1ccc([N+](=O)[O-])cc1)c1nc2ccccc2[nH]1 | 0% | 10% | -1 | 0.1% | 19% | -4% | 3% | -2% | 0% | 6% | -3% |
| O=C(O)/C=C/c1ccc(S(=O)(=O)NCc2ccco2)cc1 | -13% | 19% | -3 | 0.1% | 4% | -4% | 2% | -14% | 1% | 1% | 4% |
| CCCCCCCCCC(=O)N/N=C/c1ccc(C)s1 | ? | -42% | ? | 0.3% | 18% | -8% | ? | 7% | 0% | 21% | ? |
| Cc1cccc(N2CCN(C(=O)c3cccs3)CC2)c1C | -12% | -7% | ? | -0.2% | -8% | -2% | -7% | 3% | -1% | -12% | -1% |
| Cc1cc2cc(CNC(=O)c3ccc(S(=O)(=O)N4CCOCC4)cc3)ccc2n1C | -8% | 25% | 12 | -0.3% | -21% | -9% | 19% | -11% | 0% | 0% | -2% |
| Cc1cccc(C)c1OCc1nc2ccccc2[nH]1 | -3% | 1% | ? | 0.0% | 5% | -1% | -1% | -11% | 3% | 14% | 6% |
| CCOCCn1c(CN2CCCCC2C)nc2c1c(=O)n(C)c(=O)n2C (centres undefined) | -4% | 10% | 3 | 0.1% | ? | -4% | 0% | 1% | 0% | 16% | -1% |
| O=C(OCCN1C(=O)c2ccccc2C1=O)c1cccc(OC(F)F)c1 | 0% | -16% | 14 | -0.2% | -14% | -10% | 0% | 4% | 4% | ? | -7% |
| O=C1c2ccccc2S(=O)(=O)c2cc(N3CCOCC3)ccc21 | -21% | -7% | . | . | . | 10% | . | 2.5µM* | . | . | -7% |
| Cc1ccsc1/C=N/NC(=O)c1nnn(-c2nonc2N)c1CSc1ccccc1 | 0% | 21% | 19 | -1.0% | -6% | -1% | 10% | 6% | 3% | 1% | 29% |
| CN(CC(=O)NC1CCCCC1)S(=O)(=O)c1cccc2cccnc12 | 6% | -15% | -2 | -0.1% | 8% | -4% | -1% | 3% | -1% | -3% | 1% |
| Cc1cc(C)c2c(-n3cccc3)c(C(=O)O)sc2n1 | -29% | -13% | -2 | -0.4% | 9% | . | ? | 8% | 0% | . | 1% |
| CCOc1ccccc1NC(=O)CCc1c(C)nn(-c2ccc(N3CCCCC3)nn2)c1C | 68% | ? | 18 | -0.7% | 7% | -2% | -6% | -5% | 1% | ? | 0% |
| CCc1ccc(NS(=O)(=O)c2cc(OC)ccc2OC)cc1 | -69% | 7% | 1 | 0.4% | -2% | -6% | 0% | ? | 2% | -19% | 0% |
| CC1(C)CC(NC(=O)C(F)(F)F)CC(C)(C)N1OC(=O)c1ccco1 | -3% | 15% | 5 | 0.3% | -14% | -9% | 2% | 6% | 3% | -2% | 2% |
| CCOc1ccccc1N1CCN(S(=O)(=O)c2cccs2)CC1 | 0% | 16% | 6 | -1.0% | 10% | -11% | -2% | 9% | -1% | -4% | -3% |
| OCCC1CN(Cc2nc3ccccc3s2)CCN1C1CCCC1 (centres undefined) | -11% | -18% | -2 | 0.0% | 17% | -4% | -2% | 9% | 1% | -3% | 1% |
| CCN(CC(=O)Nc1ccc(OC)cc1)C(=O)c1cc([N+](=O)[O-])ccc1N1CCOCC1 | -5% | 7% | -1 | 2.2% | 2% | -1% | -2% | -2% | 1% | -4% | -5% |
| CC1CC(C)(C)NC(=S)N1CCCC(=O)NCCc1ccc(Cl)cc1 (centres undefined) | -13% | -12% | 0 | -0.4% | 12% | -1% | 0% | 2% | -2% | 0% | -1% |
| CN(C)c1ccc(/C=N/NC(=O)CNC(=O)c2ccc3c(c2)OCCO3)cc1 | 10% | -21% | 0 | 0.2% | 5% | -7% | 17% | 4% | 1% | -1% | 162%[activator] |
| CN(C)CCN(C(=O)CN1C(=O)c2ccccc2C1=O)c1nc2cc3c(cc2s1)OCO3 | 29% | 8% | 4 | 0.0% | -14% | -2% | 8% | 4% | 1% | 23% | -5% |
| CCOc1cc(C(=O)NCc2ccc(C)cc2)ccc1OCC(=O)N1CCOCC1 | -16% | -11% | 1 | -1.0% | 6% | 2% | 1% | 0% | 3% | 1% | -1% |

Quoted at random: four records from the list, in no set order.
| smiles | BRCA1 expr act | a7 integrin act | TRPV1 agonist | B2AR arrestin | Eya2 phos inh | PTAP TSG101 blk | ELG1 genotoxic | uPA generation | USP2a inh | p53 reactivator | ASM inhibitor |
| --- | --- | --- | --- | --- | --- | --- | --- | --- | --- | --- | --- |
| CC1CC(C)(C)NC(=S)N1CCCC(=O)NCCc1ccc(Cl)cc1 (centres undefined) | -13% | -12% | 0 | -0.4% | 12% | -1% | 0% | 2% | -2% | 0% | -1% |
| CCOc1cc(C(=O)NCc2ccc(C)cc2)ccc1OCC(=O)N1CCOCC1 | -16% | -11% | 1 | -1.0% | 6% | 2% | 1% | 0% | 3% | 1% | -1% |
| CN(C)c1ccc(/C=N/NC(=O)CNC(=O)c2ccc3c(c2)OCCO3)cc1 | 10% | -21% | 0 | 0.2% | 5% | -7% | 17% | 4% | 1% | -1% | 162%[activator] |
| CN(C)CCN(C(=O)CN1C(=O)c2ccccc2C1=O)c1nc2cc3c(cc2s1)OCO3 | 29% | 8% | 4 | 0.0% | -14% | -2% | 8% | 4% | 1% | 23% | -5% |
